Source: PubChem BioAssay
HTRA1 inhibitor = inhibitors of human serine peptidase HTRA1 | Q92743 | inhibition, % at 5.96 µM | 340,000 tested, 0.5% active | recombinant HTRA1, FP-rhodamine activity-based probe, fluorescence polarization | AID 504803; in the data active means inhibition above about 36%;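 further: 0% = enzyme with DMSO and 100% = wells lacking enzyme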
NPR2 activator = GC-B (human) receptor activation | AID 1920062 | 370,000 tested, 0.11% active | activation, % at 10 µM | HEK293-GC-B cells, CNP EC30, cGMP TR-FRET; 0% at EC30 CNP, 100% saturating CNP | P20594;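 active means activation at 10 µM reaching about 35% in either raw or pattern-adjusted values, limit read from the data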
rCAG RNA binder = binds r(CAG) RNA repeats; r(CAG) RNA repeat, TO-PRO-1 dye displacement fluorescence; inhibition, % at 3 µM; 370,000 tested, 1.3% active;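 active means inhibition above the plate cutoff, the mean of all test compounds on that plate plus 3 SD, cut at about 35% in these data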;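 further: 0% = DMSO alone and 100% = 100 µM mitoxantrone as full dye displacement; higher means more dye released from RNA so lower well fluorescence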
PG9 Ab binder = binds the HIV-1 gp120 antibody PG9 | 360,000 tested, 0.43% active | TR-FRET gp120-PG9 antibody binding | inhibition, % at 6.7 µM; in the data active means inhibition above about 8.5%
SMARCA2 activ = increases SMARCA2 function in MMTV reporter cells; activation, % at 9.1 µM; 370,000 tested, 1% active; AID 652017; MG213 cells, MMTV-luciferase reporter, dexamethasone, overnight; in the data active means activation above about 7.8%;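 further: 0% = vehicle wells and 100% = reference activator wells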
ABHD4 inh = ABHD4 (mouse) inhibition, primary FP screen; purified mABHD4, FP-Rh probe fluorescence polarization; AID 720543; 370,000 tested, 0.54% active; inhibition, % at 8.92 µM;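 active means inhibition exceeding the mean over every tested compound plus 3 SD, cut at about 30% in these data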;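 further: 0% = plate median of compound wells and 100% = S159A mutant with DMSO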
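Assay system: mABHD4 protein; medium: HEPES pH 7.0, NaCl, Pluronic buffer; dosing: 8.92 µM, single dose; schedule: 45 min + 60 min at 25 °C; signal: FP readout, ex 525 nm / em 598 nm; read-out: normalized percent inhibition of probe labeling; repeats: single replicate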
Rev-erbA mod = modulates human Rev-erb alpha binding to DNA; Rev-erbα–FITC-DNA binding, fluorescence polarization, 90 min; activity, % at 10 µM; 370,000 tested, 0.79% active; AID 1259318;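 active means activity above about 14%, limit read from the data; passing the limit was not always enough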;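 further: 0% = DMSO wells with 35 nM protein and 100% = DMSO wells with 750 nM protein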
ASAP1 GAP inh = inhibitors of human ASAP1 ArfGAP activity; ASAP1-stimulated ARF1 GTP hydrolysis, GDP FP detection; inhibition, % at 16.5 µM; 360,000 tested, 0.19% active; in the data active means inhibition above about 25%;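 further: 0% = vehicle with enzyme and substrate and 100% = no enzyme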
ARFGAP1 inh = inhibitors of rat ARFGAP1; Q62848; Arfgap1-stimulated ARF1 GTP hydrolysis, GDP FP detection; inhibition, % at 16.5 µM; 360,000 tested, 0.26% active;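 active means inhibition above a per-plate limit, mean inhibition of low control wells plus 3 SD, cut at about 25% in these data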;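 further: 0% = DMSO wells with enzyme and 100% = wells lacking Arfgap1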
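system = rat Arfgap1 catalytic domain, aa 1-136 | technique = FP, GDP Alexa 633 tracer displaced from anti-GDP antibody, 620/688 nm | compound = one concentration, 16.5 µM, DMSO 1.26% | medium = HEPES-based buffer, pH 7.5 | timing = compound-enzyme preincubation 20 min, reaction 120 min, detection 60 min, 25 °C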
GC-A act = GC-A (human) enzyme activation; P16066; HEK293 GC-A cells, cGMP TR-FRET, EC30 ANP; 0% at EC30 ANP, 100% saturating ANP; activation, % at 10 µM; 370,000 tested, 0.14% active; in the data active means activation above about 40%
Target sequence (P16066 whole entry, looked up): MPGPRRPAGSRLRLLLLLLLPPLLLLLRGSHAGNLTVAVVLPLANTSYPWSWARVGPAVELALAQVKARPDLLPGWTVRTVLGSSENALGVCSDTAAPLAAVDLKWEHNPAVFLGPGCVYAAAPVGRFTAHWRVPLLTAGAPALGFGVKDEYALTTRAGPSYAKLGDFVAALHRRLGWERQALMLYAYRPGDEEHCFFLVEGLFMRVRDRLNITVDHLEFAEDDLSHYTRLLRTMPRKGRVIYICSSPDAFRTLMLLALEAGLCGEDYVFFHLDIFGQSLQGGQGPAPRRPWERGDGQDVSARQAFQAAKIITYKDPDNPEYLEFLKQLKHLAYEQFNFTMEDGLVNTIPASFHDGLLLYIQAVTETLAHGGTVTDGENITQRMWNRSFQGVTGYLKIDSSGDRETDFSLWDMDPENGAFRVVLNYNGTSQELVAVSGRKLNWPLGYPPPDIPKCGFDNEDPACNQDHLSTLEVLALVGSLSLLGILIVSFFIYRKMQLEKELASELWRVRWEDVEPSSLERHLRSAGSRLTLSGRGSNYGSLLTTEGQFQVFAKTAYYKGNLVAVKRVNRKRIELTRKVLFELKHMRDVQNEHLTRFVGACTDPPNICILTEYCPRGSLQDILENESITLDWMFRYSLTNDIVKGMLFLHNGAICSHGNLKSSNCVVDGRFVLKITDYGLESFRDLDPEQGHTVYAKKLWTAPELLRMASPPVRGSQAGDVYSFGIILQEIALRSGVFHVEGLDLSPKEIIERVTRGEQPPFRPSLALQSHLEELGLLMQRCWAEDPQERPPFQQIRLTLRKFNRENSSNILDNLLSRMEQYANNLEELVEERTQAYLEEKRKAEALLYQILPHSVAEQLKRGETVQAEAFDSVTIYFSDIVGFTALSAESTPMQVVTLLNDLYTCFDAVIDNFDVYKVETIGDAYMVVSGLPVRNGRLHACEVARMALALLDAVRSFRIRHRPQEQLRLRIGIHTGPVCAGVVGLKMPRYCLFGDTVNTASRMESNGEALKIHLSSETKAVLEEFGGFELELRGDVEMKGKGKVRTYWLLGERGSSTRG
Numbers without * were called inactive; . = not tested or not shown. Compounds were not picked by outcome, and some 4.4% of all compounds hit somewhere here.

Every second line gives: HTRA1 inhibitor	NPR2 activator	rCAG RNA binder	PG9 Ab binder	SMARCA2 activ	ABHD4 inh	Rev-erbA mod	ASAP1 GAP inh	ARFGAP1 inh	GC-A act
> CCCCCCOC(=O)C(C#N)c1nc2ccccc2nc1N1CCCCC1 (configuration not stated)
 : -0.9	-1.2	1.3	-0.1	-0.3	3.0	2.1	-6.0	11.1	2.5
> CCN1CCN(c2ccc(NC(=O)c3ccco3)cc2Cl)CC1
 : 0.5	-4.2	-3.0	-0.7	3.4	-5.7	-1.9	-10.6	-4.4	4.4
> CC(C)(C)c1ccc(-c2nc3c(C#N)c(-c4ccc5c(c4)OCO5)ccn3n2)cc1
 : 1.4	3.5	0.5	-0.4	-3.6	1.9	12.8	-4.2	-7.8	14.9
> O=[N+]([O-])c1cccc(/C=N\N=C2c3ccccc3-c3ccccc32)c1O
 : 7.2	-7.5	2.4	0.1	-1.5	7.4	-0.9	-0.9	0.8	4.8
> O=C(NC1CC1)c1cc(OCC(F)(F)F)ccc1OCC(F)(F)F
 : -7.1	.	-0.8	-0.4	-2.1	-4.0	.	-2.7	-14.0	.
> O=C(NCc1cccc(F)c1F)C1CCC(=O)N(C2CCCCCC2)C1 (configuration not stated)
 : -2.9	4.9	-5.0	-1.4	0.3	-5.5	1.6	-13.7	-9.1	0.2
> O=C(Nc1ccccc1)C1CCCN1S(=O)(=O)c1cccs1 (configuration not stated)
 : 1.5	-4.7	-4.1	0.5	-0.9	-0.5	12.9	-0.4	7.7	1.4
> COc1cccc(Nc2nc(C)cc(C)c2C#N)c1
 : -6.9	-4.8	-4.0	-0.2	-2.1	2.2	-3.2	-7.5	7.3	4.9
> O=S(=O)(Cc1ccccc1)Cc1cnc(Cl)s1
 : 0.0	2.0	1.6	0.0	-2.1	-10.9	-5.0	-8.7	-2.9	1.3
> O=C(Nc1ccccc1)c1ccc[n+](Cc2ccc([N+](=O)[O-])cc2)c1
 : 6.6	0.9	-0.1	0.6	0.8	2.2	4.1	-7.4	-2.2	3.9
> CCOc1ccccc1N(CC(=O)NCc1ccco1)C(=O)CCC(=O)Nc1nccs1
 : -3.3	-6.2	-2.1	-2.2	-2.9	2.8	2.4	-2.8	3.7	-1.8
> O=C(NCCCN1CCOCC1)c1cc2ccccc2cc1O
 : -3.6	-0.7	2.6	-2.0	-0.5	7.6	2.9	-4.3	-3.3	0.4
> CCOc1ccc(OCCC(=O)OCC(=O)Nc2cc(S(=O)(=O)N3CCOCC3)ccc2C)cc1
 : 2.2	0.1	3.0	0.2	6.4	-3.0	0.6	4.9	-1.3	-1.9
> Cc1cc(C)c(C(=O)COC(=O)c2cccc(S(=O)(=O)N3CCOCC3)c2)cc1C
 : 1.6	9.8	1.2	-1.5	-1.8	1.0	-1.7	9.0	-1.4	-3.7
> COc1ccc(NC(=O)COC(=O)c2cc(S(=O)(=O)N3CCCC3)ccc2O)cc1
 : 0.0	0.6	10.7	-0.1	7.2	23.8	8.1	-13.5	-3.5	-6.8

(more compounds)
Every second line gives: HTRA1 inhibitor	NPR2 activator	rCAG RNA binder	PG9 Ab binder	SMARCA2 activ	ABHD4 inh	Rev-erbA mod	ASAP1 GAP inh	ARFGAP1 inh	GC-A act
> CCOc1cccc(C(=O)Nc2cccc(C(C)=O)c2)c1
 : -3.0	1.0	-3.3	-0.2	0.0	2.3	4.8	2.1	-1.6	0.8
> COc1ccc(C(O)C(CN2CCOCC2)c2ccccc2)cc1 (configuration not stated)
 : 7.5	1.1	-1.5	-0.5	-0.4	0.7	2.0	1.9	10.7	-3.5
> CC1CCCC(NC(=O)CSc2nnc(-c3cccnc3)o2)C1C (configuration not stated)
 : 8.5	3.4	4.4	1.5	2.6	-4.2	-1.9	-6.9	-5.7	1.3
> CCN(c1ccccc1)S(=O)(=O)c1ccc(Cl)c(NC(=O)COC(=O)c2cccc(OC)c2O)c1
 : -29.9	1.9	7.3	-0.1	-4.3	0.6	-0.6	11.3	-3.2	-5.8
> CCCCCCCC(=O)N/N=C/c1cccnc1
 : -3.9	1.0	-3.9	-0.5	0.9	3.5	0.8	-6.5	16.4	2.9
> CCC(CO)Nc1cccc2c1S(=O)(=O)N(Cc1cn(Cc3ccc(F)cc3)nn1)Cc1ccccc1O2 (configuration not stated)
 : .	6.2	5.5	.	-2.2	-6.4	2.1	.	.	2.2
> CCC(CC)C(=O)Oc1c(Sc2ccccc2[N+](=O)[O-])c(C)nn1C(C)(C)C
 : -14.3	3.4	2.4	-2.0	0.6	-15.4	-1.8	-2.7	16.9	1.5
> COc1ccc(C)cc1Nc1n[n+](-c2ccccc2)c(-c2ccc(NC(C)=O)cc2)s1
 : -0.1	4.7	4.8	-0.9	0.8	5.1	-0.4	-18.8	3.3	-0.8
> CCCCC(CC)COC1(c2ccccc2)OC(=O)c2ccccc21 (configuration not stated)
 : -9.9	-2.3	2.8	-1.3	-2.4	-8.5	2.7	-2.4	-4.1	-9.7
> CCn1cc(C=C2C(=O)c3ccccc3C2=O)c2ccccc21
 : 2.1	-3.4	9.5	-1.2	1.8	0.1	14.5	10.3	9.0	-95.6
> O=C(NCCNCc1ccc(F)cc1)c1ccco1
 : 7.7	-2.2	-1.4	-0.7	-1.6	14.6	-3.4	9.2	3.8	-0.1
> CC(COc1ccc(C#N)c(F)c1)CN1CCC(C(O)(c2ccccc2)c2ccccc2)CC1 (configuration not stated)
 : .	-13.7	3.6	.	-3.4	8.0	6.8	.	.	-19.9
> CC(NC(=O)C(Cc1ccccc1)n1cccc1)c1ccccc1 (configuration not stated)
 : -9.7	5.5	-3.3	-0.6	0.5	-2.9	-2.4	-2.3	6.9	-2.7
> Cc1cccn2c(=O)c3cc(C(=O)NCC4CCCO4)c(=N)n(CCc4ccccc4)c3nc12 (configuration not stated)
 : -1.3	13.3	9.7	0.2	-0.5	-0.8	-7.5	-13.3	12.8	17.3
> COc1ccccc1CNC(=O)COC(=O)c1cc(=O)c2ccccc2o1
 : 2.3	-3.4	2.4	0.5	2.7	6.2	-0.8	11.1	-1.1	-3.9

Next section
Every second line gives: HTRA1 inhibitor	NPR2 activator	rCAG RNA binder	PG9 Ab binder	SMARCA2 activ	ABHD4 inh	Rev-erbA mod	ASAP1 GAP inh	ARFGAP1 inh	GC-A act
> CS(=O)(=O)c1cccc(C(=O)OCCCC(=O)c2ccccc2)c1
 : 2.1	1.9	-0.7	-0.4	-3.4	3.5	10.8	-1.6	4.0	4.9
> CN(C)CCN(C(=O)CCS(=O)(=O)c1ccccc1)c1nc2c(F)cccc2s1
 : 1.9	-0.4	-2.3	-0.6	-0.1	4.3	-2.7	-0.4	-7.4	1.8
> Cc1[nH]ccc2cc3nc4ccccc4c3cc12
 : -15.2	-14.9	9.5	3.0	18.0*	4.5	0.1	4.7	-1.1	-21.2
> Cn1ccnc1SCC(=O)Nc1cccc(C(F)(F)F)c1
 : 3.2	1.4	-1.3	1.3	-1.6	7.9	3.5	-7.2	-7.1	-0.3
> CN(C(=O)COc1ccc2ccc(=O)oc2c1)C1CCS(=O)(=O)C1 (configuration not stated)
 : 5.5	-0.2	1.2	-1.5	4.5	0.4	2.8	27.9*	4.5	-1.8
> O=C1CN(S(=O)(=O)c2ccc(Br)cc2)c2ccccc2N1
 : 3.1	-1.4	0.9	-0.3	-2.4	-3.9	-6.0	-3.8	-3.9	2.7
> CCOC(=O)c1cnn(CCOC(=O)C(C)(C)C)c1NC(=O)C(C)(C)C
 : 7.0	3.6	1.2	-2.2	6.1	-5.3	0.8	-7.6	1.2	-0.3
> Cc1nc2ccc(Cl)cn2c1[N+](=O)[O-]
 : -8.8	-1.5	4.3	2.0	-1.9	1.5	7.9	-1.5	15.2	-1.8
> CCOC(=O)c1ccc(NC(=O)Nc2c(C)nn(C)c2C)cc1
 : 3.3	0.7	-2.7	1.1	-3.0	5.5	-2.2	-1.6	10.2	0.0
> N#Cc1c(NC(=O)CSc2ncnc3c2cnn3-c2ccccc2Cl)sc2c1CCCC2
 : 1.8	-2.0	2.7	0.3	0.3	-1.7	-4.4	15.4	-0.9	3.5
> COc1ccccc1/C=C/C(=O)/C=C/c1ccccc1O
 : -35.0	4.1	21.3	-1.6	-6.0	-21.8	-5.2	9.8	4.2	5.1
> O=S(=O)(NCC1CCCO1)c1ccc2ccccc2c1 (configuration not stated)
 : -7.2	5.2	-0.8	-1.0	0.0	3.1	-1.7	-5.0	7.0	1.8
> CCCN(CCC)c1ccc(/C=C/c2ccc3cc(OCC)ccc3n2)cc1
 : -64.0	4.1	1.3	-0.3	-1.3	-27.8	3.8	-6.5	-5.0	15.5
> O=C(NC1CCCCC1)NC1CC2CCC(C1)N2Cc1nnnn1Cc1ccc2c(c1)OCO2 (configuration not stated)
 : 1.5	2.3	-5.0	0.1	0.3	-3.2	-4.7	-6.5	8.6	-1.5

12 of the compounds above, with bars between the fields.
structure | HTRA1 inhibitor | NPR2 activator | rCAG RNA binder | PG9 Ab binder | SMARCA2 activ | ABHD4 inh | Rev-erbA mod | ASAP1 GAP inh | ARFGAP1 inh | GC-A act
Cc1[nH]ccc2cc3nc4ccccc4c3cc12 | -15.2 | -14.9 | 9.5 | 3.0 | 18.0* | 4.5 | 0.1 | 4.7 | -1.1 | -21.2
Cn1ccnc1SCC(=O)Nc1cccc(C(F)(F)F)c1 | 3.2 | 1.4 | -1.3 | 1.3 | -1.6 | 7.9 | 3.5 | -7.2 | -7.1 | -0.3
CN(C(=O)COc1ccc2ccc(=O)oc2c1)C1CCS(=O)(=O)C1 (configuration not stated) | 5.5 | -0.2 | 1.2 | -1.5 | 4.5 | 0.4 | 2.8 | 27.9* | 4.5 | -1.8
O=C1CN(S(=O)(=O)c2ccc(Br)cc2)c2ccccc2N1 | 3.1 | -1.4 | 0.9 | -0.3 | -2.4 | -3.9 | -6.0 | -3.8 | -3.9 | 2.7
CCOC(=O)c1cnn(CCOC(=O)C(C)(C)C)c1NC(=O)C(C)(C)C | 7.0 | 3.6 | 1.2 | -2.2 | 6.1 | -5.3 | 0.8 | -7.6 | 1.2 | -0.3
Cc1nc2ccc(Cl)cn2c1[N+](=O)[O-] | -8.8 | -1.5 | 4.3 | 2.0 | -1.9 | 1.5 | 7.9 | -1.5 | 15.2 | -1.8
CCOC(=O)c1ccc(NC(=O)Nc2c(C)nn(C)c2C)cc1 | 3.3 | 0.7 | -2.7 | 1.1 | -3.0 | 5.5 | -2.2 | -1.6 | 10.2 | 0.0
N#Cc1c(NC(=O)CSc2ncnc3c2cnn3-c2ccccc2Cl)sc2c1CCCC2 | 1.8 | -2.0 | 2.7 | 0.3 | 0.3 | -1.7 | -4.4 | 15.4 | -0.9 | 3.5
COc1ccccc1/C=C/C(=O)/C=C/c1ccccc1O | -35.0 | 4.1 | 21.3 | -1.6 | -6.0 | -21.8 | -5.2 | 9.8 | 4.2 | 5.1
O=S(=O)(NCC1CCCO1)c1ccc2ccccc2c1 (configuration not stated) | -7.2 | 5.2 | -0.8 | -1.0 | 0.0 | 3.1 | -1.7 | -5.0 | 7.0 | 1.8
CCCN(CCC)c1ccc(/C=C/c2ccc3cc(OCC)ccc3n2)cc1 | -64.0 | 4.1 | 1.3 | -0.3 | -1.3 | -27.8 | 3.8 | -6.5 | -5.0 | 15.5
O=C(NC1CCCCC1)NC1CC2CCC(C1)N2Cc1nnnn1Cc1ccc2c(c1)OCO2 (configuration not stated) | 1.5 | 2.3 | -5.0 | 0.1 | 0.3 | -3.2 | -4.7 | -6.5 | 8.6 | -1.5
